SW480 rerep = inducers of DNA re-replication in SW480 colon cancer cells; SW480 DNA re-replication, Hoechst DNA content imaging, 48 h; Potency, µM (titrated, usually from 46.1 µM), without a hit: top-dose re-replication activation, usual class: activators; 340,000 compounds, 1.8% hits; AID 624297; further: potency means the concentration at half of the fitted maximal effect; % of control where 0% means no effect; nearly all actives have a fitted effect of over 55% in size
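Cells (250 per well) received 23 nL compound or DMSO by pin tool and were kept 48 hr at 37 C, 5% CO2. Nuclei were then stained with Hoechst for 40 min and scanned for DNA content.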
DRD3 antagonist = blocks the human D3 dopamine receptor. max response, negative = inhibition, %. 360,000 compounds, 2.5% hits. AID 652054. D3R cells, DiscoveRx beta-arrestin luminescence, antagonist mode; active compounds read low. P35462; in the data active means max response below about -50%; inconclusive means no clear call, values can overlap the other calls; further: on the % scale 0 is the no-effect control and ±100 the full control effect; mostly tested at two doses, the higher about 12 µM
Target sequence (P35462 whole entry, looked up): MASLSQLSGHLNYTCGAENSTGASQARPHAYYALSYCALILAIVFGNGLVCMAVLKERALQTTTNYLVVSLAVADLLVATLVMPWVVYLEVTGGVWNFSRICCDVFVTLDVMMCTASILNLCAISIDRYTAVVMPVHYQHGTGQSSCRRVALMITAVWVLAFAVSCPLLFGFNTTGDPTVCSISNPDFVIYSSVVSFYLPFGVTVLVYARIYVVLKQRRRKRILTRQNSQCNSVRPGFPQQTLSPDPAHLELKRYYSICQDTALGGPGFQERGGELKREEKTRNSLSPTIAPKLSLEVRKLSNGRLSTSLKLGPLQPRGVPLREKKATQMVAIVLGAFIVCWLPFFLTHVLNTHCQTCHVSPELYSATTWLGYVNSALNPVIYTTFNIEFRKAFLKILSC
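Cells expressing the human receptor were seeded at 1500 cells/well, incubated overnight at 37 degrees C in 5% CO2, then exposed to library compounds with dopamine controls for 90 minutes at 37 degrees C before luminescent detection.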
KB-3-1 tox = KB-3-1 parental cell cytotoxicity | 400,000 compounds, 1.4% hits | KB-3-1 viability, CellTiter-Glo ATP luminescence, 72 h | Potency, µM (doses to about 46.1 µM), without a hit: top-dose activity change, negative = cytotoxic, most hits filed as cytotoxic; further: potency means the concentration at half of the fitted maximal effect; on the % scale 0 is the no-effect control and ±100 the full control effect; nearly all actives have a fitted effect of over 60% in size
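Screening of KB-3-1 cells (DMEM, 10% FBS, phenol-red free) ran from lowest to highest compound concentration; after 72 h at 37 °C viability was read luminescently and curves fitted.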
HT1080NT lethal = kills 2HG-producing HT-1080-NT fibrosarcoma cells; HT-1080-NT fibrosarcoma viability, CellTiter-Glo ATP luminescence, 48 h; Potency, µM (series often up to 46.1 µM), for inactives: at the highest dose activity, negative = less viability, most hits filed as cytotoxic; 360,000 compounds, 1.6% hits; AID 686970;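 further: NT is the 2HG producing partner of a matched IDH1 knockdown line; potency means the concentration at half of the fitted maximal effect; 0% = DMSO-treated cells and -100% = media-only wells without cells; nearly all actives have a fitted effect of over 55% in size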
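Read-out is CellTiter-Glo luminescence after 10 minutes at room temperature, following 48 hours' compound treatment of HT-1080-NT cells (750 cells/well, RPMI, 5% FBS, 37 degrees C).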
DRD3 agonist = activates the human D3 dopamine receptor. 410,000 compounds, 0.58% hits. D3R DiscoveRx beta-arrestin cells, luminescence, 90 min. AID 652048. max activation, %; in the data active means max activation above about 30%; further: 0% is about no effect; mostly tested at two doses, the higher about 12 µM
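Agonist mode: compounds and dopamine controls were applied to plated cells for 90 min at 37 degrees C after an overnight attachment at 1500 cells/well. Luminescent read-out followed 30 - 60 minutes at room temperature with DiscoveRx detection reagent.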
KB-V1 MDR tox = kills drug-selected multidrug resistant KB-V1 cells; KB-V1 MDR cells viability, CellTiter-Glo, 72 h; Potency, µM (titrated, usually from 46.1 µM), inactives show at the top dose activity change, negative = cytotoxicity, actives largely listed as cytotoxic; 400,000 compounds, 3.4% hits; AID 1347076; further: potency means the concentration at half of the fitted maximal effect; on the % scale 0 is the no-effect control and ±100 the full control effect; nearly all actives have a fitted effect of over 60% in size
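Following 72 h at 37 degrees C with compound, KB-V1 cell viability was read by CellTiter-Glo luminescence, medium being phenol-red-free DMEM plus 10% FBS; concentration-response parameters came from normalized, curve-fitted qHTS data.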
GLP1R ag = agonists of human GLP-1 receptor; HEK293 GLP-1R CRE-luciferase, luminescence, 4-6 h; cells express a hypersensitive GLP-1R form; 380,000 compounds, 0.007% hits; P43220; Potency, µM (doses to about 45.6 µM), inactives show at the highest dose activation, actives largely listed as activators; further: potency means the concentration at half of the fitted maximal effect; % of control where 0% means no effect
Target sequence (P43220 whole entry, looked up): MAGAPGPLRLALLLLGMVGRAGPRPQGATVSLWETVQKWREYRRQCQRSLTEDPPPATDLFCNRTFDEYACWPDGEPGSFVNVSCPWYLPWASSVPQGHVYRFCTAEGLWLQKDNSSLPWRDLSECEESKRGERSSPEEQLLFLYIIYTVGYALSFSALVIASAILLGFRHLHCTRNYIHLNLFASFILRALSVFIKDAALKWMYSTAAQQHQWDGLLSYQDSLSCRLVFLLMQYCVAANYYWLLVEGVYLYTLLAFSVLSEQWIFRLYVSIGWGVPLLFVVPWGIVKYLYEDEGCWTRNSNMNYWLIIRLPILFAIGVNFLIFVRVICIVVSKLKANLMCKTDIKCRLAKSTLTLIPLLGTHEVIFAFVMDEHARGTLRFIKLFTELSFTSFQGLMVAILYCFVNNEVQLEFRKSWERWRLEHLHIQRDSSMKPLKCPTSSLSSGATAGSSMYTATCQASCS
IL1B secr inh = inflammasome signaling inhibition, IL-1 beta readout; THP-1 LPS/ATP IL-1B secretion, AlphaLISA, 16 h; active compounds read low; activity change, % at 57.5 µM; 360,000 compounds, 4.7% hits; in the data active means activity change below about -50%; inconclusive means mostly about -30% to -49%; further: on the % scale 0 is the no-effect control and ±100 the full control effect
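Secreted IL-1B measured by AlphaLISA bead assay after 16 h compound exposure of THP-1 cells; compounds (final up to 57.5 uM) added 1 h before LPS (250 ng/mL) and ATP (1.25 mM) stimulation; lower signal means less secretion.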
HT1080 IDH1KD tx = kills HT-1080 cells with IDH1 knockdown. HT-1080 IDH1 knockdown viability, ATP luminescence, 48 h. 360,000 compounds, 2% hits. Potency, µM (doses to about 46.1 µM), without a hit: at the top dose activity, negative = toxicity, most hits filed as cytotoxic;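 further: potency means the concentration at half of the fitted maximal effect; 0% = DMSO wells and -100% = cell-free medium wells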
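CellTiter-Glo luminescence after 48 h compound exposure at 37 degrees C of IDH1-knockdown HT-1080 cells in 5% FBS RPMI. %Activity scaled between DMSO wells and cell-free media wells, with curves fitted and assigned curve classes.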
Active calls of the source: *; ? = inconclusive; . = not tested or not shown; & = joins results of further samples; [ ] = another dose, or the depositor's remark. Unless noted, the call rests on the fitted dose curve; in most records, active means well fitted curve in the direction sought with a large enough effect; inconclusive means small, poorly fitted or top-dose-only effect, or another doubt; inactive means no such curve, though single readings can be large; an effect the other way counts as inactive or inconclusive.

SMILES	SW480 rerep	DRD3 antagonist	KB-3-1 tox	HT1080NT lethal	DRD3 agonist	KB-V1 MDR tox	GLP1R ag	IL1B secr inh	HT1080 IDH1KD tx
COC(=O)c1sccc1NC(=O)c1cccnc1	-0.8%	-13.7	2.2%	-14.3%	-6.8	0.0%	17.4%	0.0	-5.5%
O=C(CNS(=O)(=O)c1cccs1)N1CCN(c2ccccn2)CC1	-3.0%	0.0	-4.0%	3.9%	3.4	?	2.1%	-10.8	7.7%
CN(C)CCCCOc1ccccc1F	-25.3%	-27.9	2.7%	7.5%	-15.1	8.3%	0.0%	0.9	22.6%
Cc1ccc(C)n1NC(=O)c1cccs1	-6.9%	-7.6	-17.1%	0.8%	-3.0	0.0%	-6.3%	4.7	12.2%
COc1ccc(N2CCN(CCC(O)c3ccc4ccccc4c3)CC2)cc1 (configuration not stated)	-19.4%	-26.2	-15.7%	-7.8%	-5.0	-3.3%	-6.4%	27.3	-13.5%
CN(Cc1cccs1)C(=O)/C=C/c1ccccc1[N+](=O)[O-]	-0.6%	11.7	1.4%	-9.4%	-5.6	?	4.5%	15.9	2.2%
CC(C)(C)NC(=O)C1c2ccccc2OCC(=O)N1CCCN1CCOCC1 (configuration not stated)	.	?	-6.4%	23.1%	-4.7	16.3%	-1.7%	37.1	8.3%
CCn1ncc(/C=N\NC(=O)c2ccc3c(c2)c(C)c(C)n3Cc2ccccc2)c1C	3.7%	0.0	?	?	-5.3	?	9.6%	-12.3	?
COC(=O)c1[nH]c2ccc(Cl)cc2c1NC(=O)CN1CCc2cc(OC)c(OC)cc2C1	3.4%	?	-2.4%	-25.4%	-8.3	-2.1%	0.9%	-10.9	-23.0%
Cc1ccc(S(=O)(=O)NC(=O)Cn2nnc(-c3ccccc3)c2COc2ccc3ccccc3c2)cc1	.	-2.0	0.0%	-6.0%	2.6	4.2%	-0.6%	18.2	0.0%
O=C1CN(C(=O)c2cc([N+](=O)[O-])ccc2Cl)C(c2ccc(F)cc2)c2cc(F)ccc2N1 (configuration not stated)	-2.6%	4.5	0.5%	-9.5%	-12.6	-22.3%	0.2%	0.0	-1.0%
COc1cc(C2NC(=O)C(C#N)=C(S)N2c2ccc(C)cc2)ccc1OC(C)C (configuration not stated)	?	-68.2*	4.6%	-0.5%	-0.9	21.3%	2.1%	-23.3	4.1%
COc1cc(NC(=O)c2csc(-c3ccncc3)n2)cc(C(=O)Nc2cccc(C(F)(F)F)c2)c1	0.6%[9.22 µM]	-8.8&29.2	-26.4%&-14.6%	-20.0%&-15.2%	1.8&-20.5	?	4.3%&4.8%	-15.2&14.4	-27.3%&-18.6%
COc1ccc(C(C#N)=C2C=CC(=NO)c3ccccc32)cc1	.	-54.0*	0.82µM*	?	-6.0	1.3µM*	-5.2%	-24.6	0.517µM*
COc1ccc(NS(=O)(=O)c2ccc(C)c(C(=O)NCC(c3cccs3)N3CCOCC3)c2)cc1 (configuration not stated)	3.4%	6.6	4.9%	1.2%	1.3	-19.6%	-3.3%	2.5	-0.3%
CCN(CC(=O)Nc1ccc(NC(C)=O)cc1)C(=O)C1COc2ccccc2O1 (configuration not stated)	-2.3%	3.8	.	1.9%	0.1	.	-8.7%	-1.8	2.6%
NC(=O)NCc1cccnc1	-6.7%	-9.3	6.9%	24.7%	-6.9	22.2%	2.7%	6.9	11.4%
Cc1cc(C)n(-c2ncc(-c3ccccc3)nn2)n1	0.9%	-20.2	16.1%	10.5%	0.4	15.4%	5.6%	?	16.6%
COc1ccc(NC(=O)CSc2cc(C)ccc2C)cn1	-5.2%	-9.9	16.5%	7.1%	7.1	7.2%	20.1%	-21.6	13.2%
CC1(C(=O)NS(=O)(=O)c2ccc(C#N)cc2)CCN1C(=O)CCc1ccc(Cl)cc1Cl (configuration not stated)	.	-15.0	0.0%	0.9%	-16.4	-4.8%	-6.3%	16.4	11.2%
Cn1cc(C=O)c2cc(S(=O)(=O)N3CCOCC3)ccc21	-5.4%	3.7	-0.5%	3.9%	7.4	16.0%	7.1%	-1.3	7.7%
CCOc1ccc(-c2nnn(CC#N)n2)cc1OC	?	-8.6	?	?	-0.6	-22.2%	26.2%	37.1	?
O=C(CN1C(=O)COc2ccc(S(=O)(=O)N3CCOCC3)cc21)N1CCN(c2ccccc2)CC1	.	.	13.7%	.	2.1	-18.9%	-7.5%	.	.
CCCCNC(=O)CN(c1ccc(Cl)c(Cl)c1)S(C)(=O)=O	-694.1%[inhibitor]	0.0	-4.2%	17.0%	-1.1	-24.3%	5.0%	-2.4	5.2%

Compound profiles, as listed above.
COC(=O)c1[nH]c2ccc(Cl)cc2c1NC(=O)CN1CCc2cc(OC)c(OC)cc2C1 across the screens: SW480 rerep = 3.4%; DRD3 antagonist = ?; KB-3-1 tox = -2.4%; HT1080NT lethal = -25.4%; DRD3 agonist = -8.3; KB-V1 MDR tox = -2.1%; GLP1R ag = 0.9%; IL1B secr inh = -10.9; HT1080 IDH1KD tx = -23.0%
Cc1ccc(S(=O)(=O)NC(=O)Cn2nnc(-c3ccccc3)c2COc2ccc3ccccc3c2)cc1 across the screens: SW480 rerep = .; DRD3 antagonist = -2.0; KB-3-1 tox = 0.0%; HT1080NT lethal = -6.0%; DRD3 agonist = 2.6; KB-V1 MDR tox = 4.2%; GLP1R ag = -0.6%; IL1B secr inh = 18.2; HT1080 IDH1KD tx = 0.0%

Remaining list, next part:
SMILES	SW480 rerep	DRD3 antagonist	KB-3-1 tox	HT1080NT lethal	DRD3 agonist	KB-V1 MDR tox	GLP1R ag	IL1B secr inh	HT1080 IDH1KD tx
CC(Nc1nc(-c2ccc3c(c2)NC(=O)CO3)cs1)c1ccccc1 (configuration not stated)	-90.2%	-17.4	-1.8%	?	-2.7	-26.0%	22.0%	?	?
CC(=O)N1CC[n+]2c(-c3ccc(Cl)cc3Cl)csc21	-38.7%[inhibitor]	-2.1	3.8%	-14.9%	-6.6	?	-5.4%	0.0	-2.6%
Cc1ccc(/C=C/c2onc(C)c2S(=O)(=O)N2CCC(C(=O)NCc3ccco3)CC2)cc1	.	.	-7.2%	.	-15.1	0.0%	-0.5%	.	.
Cc1ccc(-n2[nH]c(C)c(C=Nc3ccc4[nH]c(=O)[nH]c4c3)c2=O)cc1C	?	-24.4	?	23.1µM*	-2.3	?	-0.9%	-17.5	23.1µM*
CC1=C(C)CC(C(=O)c2ccccc2)C(C(=O)O)C1 (configuration not stated)	-5.3%	6.2	0.0%	4.7%	-1.0	12.2%	6.8%	7.4	2.8%
C=CCn1c(-c2cccn(Cc3ccccc3)c2=O)n[nH]c1=S	-15.2%	?	-1.3%	-14.8%	-4.1	4.3%	-16.1%	-15.8	-4.7%
CCCN1CCN(C(=O)c2oc3c(Cl)cccc3c2C)CC1	-0.8%	-24.0	-3.7%	-15.0%	-15.9	?	23.8%	7.8	-1.1%
Cc1ccc(NC=C(S(=O)(=O)c2ccccc2)S(=O)(=O)c2ccccc2)c(C)c1	9.7%	6.3	1.1%	12.0%	3.1	-9.3%	-5.3%	-14.6	11.7%
CC1CCc2c(nc3ncnn3c2N2CCN(c3ccccc3F)CC2)C1 (configuration not stated)	1.4%	13.9	-5.6%	20.0%	1.2	?	-6.4%	11.8	15.5%
COc1ccc(CN2C(=O)CC(Cc3cc(C)cc(C)c3)C2=O)cc1OC (configuration not stated)	11.4%	14.9	3.7%	5.2%	2.9	-12.0%	1.8%	16.5	-0.3%
Fc1ccc(NCc2cccnc2)cc1F	0.9%	-22.9	13.3%	-25.8%	-11.7	-11.1%	-1.5%	9.2	-4.6%
CN(C)CCNS(=O)(=O)c1ccc(N2CCN(c3ccc(F)cc3)CC2)c([N+](=O)[O-])c1	?	-15.5	?	?	1.9	?	-6.9%	-73.5*	18.4µM*
O=C(NCc1ccccc1)C1c2ccccc2OCC(=O)N1Cc1ccccc1 (configuration not stated)	.	35.8	?	-87.3%	4.4	-4.6%	3.5%	-15.5	?
CC(=O)c1ccc(-c2cnc3c(NC=O)cc(-c4ccc(N5CCN(C)CC5)cc4)cn23)cc1	.	28.6	-3.4%	25.9µM*	2.3	1.2%	0.7%	-26.8	?
COC(=O)c1cn(NC(=O)C2CCC(C)CC2)c(=O)c2ccccc12 (configuration not stated)	-2.8%	5.1	9.1%	-16.3%	-13.0	-18.8%	1.4%	-19.8	-6.7%
COC(=O)Nc1ccc(S(=O)(=O)N2CCC(C(=O)N3CCC(C)CC3)CC2)cc1	?	-1.2	0.0%	0.3%	4.8	?	6.9%	44.2	-7.3%
O=C(Cc1ccc([N+](=O)[O-])cc1)c1c(O)cc(O)cc1O	-17.1%	-3.6	1.4%	3.8%	4.3	9.1%	3.2%	16.3	6.1%
COc1ccc(CNC(=O)c2c(C)nc3ccccn23)cc1	3.4%	11.9	?	9.2%	-2.6	?	5.1%	27.2	2.3%
Cc1c(NC(=O)c2cc(-c3ccc(F)cc3)on2)c(=O)n(-c2ccccc2)n1C	-0.6%	2.3	20.0%&4.6%	4.9%	-3.4&6.2	?	5.6%	12.4	13.4%
O=C(NCC1CCCO1)c1cc2n(n1)C(C(F)(F)F)CC(c1ccc(Br)cc1)N2 (configuration not stated)	0.2%	9.7	-0.4%	0.5%	-3.7	8.2µM*	4.9%	22.2	-4.0%
Cc1ccccc1C(=O)NCC(=O)NNC(=S)NC(=O)c1ccccc1C	-696.6%[inhibitor]	-5.9	2.7%	2.3%	-3.3	-15.1%	1.1%	-1.7	-1.1%
CC1CCN(C(=O)Cn2cc(C(=O)c3ccco3)c3ccccc32)CC1	17.3%	-2.8	-2.2%	-1.6%	-1.8	2.2%	-5.1%	4.4	-1.6%
O=C1OCc2cc(NC(=O)C3COc4ccccc4O3)ccc21 (configuration not stated)	-2.1%	13.1	20.7%	12.4%	-2.7	34.0%	-4.8%	-27.8	13.4%
Cc1ccc2c(CN3CCN(c4ccc(Cl)c(Cl)c4)CC3)cc(=O)oc2c1	.	4.1	-0.1%	8.9%	-1.3	-22.1%	0.1%	-10.2	3.4%

Assay outcomes as filed in PubChem BioAssay.
